# tuberculosis growth: growth inhibition of non-replicating M. tuberculosis (AID 488890); Mycobacterium tuberculosis non-replicating, growth inhibition; higher % means a stronger effect; one-dose inhibition, % at 25 µM; IC50 in µM for titrated hits; actives 0.39% (n = 320,000); in the data active = a potency from the dose series; inconclusive = inhibition mostly from about 82% at the one dose, without a potency; inactive = the rest, 99 in 100 with inhibition below about 76%;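 also: plate controls were DMSO cells for no effect and high antibiotic wells for full effect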
# influenza NS1A: H1N1 influenza NS1A inhibitors, functional cell based assay (AID 504329). inhibition, % at 12.5 µM; hits with a dose series show IC50 in µM. actives 0.3% (n = 340,000). NS1A functional cell-based assay, percent inhibition; higher % means a stronger effect; in the data active = a potency from the dose series; inconclusive = inhibition above about 27% without an active follow-up result; also: strong numbers were not always called active
# H37Rv inhibition: M. tuberculosis growth inhibition, HTS (AID 449762); M. tuberculosis H37Rv growth inhibition, 7H9 media; higher % means a stronger effect; one-dose inhibition, % at 25 µM; IC50 in µM for titrated hits; actives 0.59% (n = 330,000); in the data active = a potency from the dose series; inconclusive = inhibition above about 70% without an active follow-up result;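 also: bacterial growth assessed after seven days of incubation; strong numbers were not always called active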
# inhibitors of VEEV: inhibitors of VEEV TC-83 cytopathic effect, confirmation, Vero cells (AID 588727). Vero cells, VEEV TC-83 cytopathic effect inhibition; higher % means a stronger effect. one-dose inhibition, % at 20 µM; IC50 in µM for titrated hits. actives 0.13% (n = 350,000); in the data active = a potency from the dose series; inconclusive = inhibition mostly from about 14% at the one dose, without a potency; inactive = the rest, 99 in 100 with inhibition below about 12%; also: strong numbers were not always called active
# Salmonella PhoP GFP: PhoP regulon inhibitors, Salmonella typhi PhoP promoter GFP reporter, confirmatory (AID 1850) | Salmonella Typhi PhoP-promoter GFP reporter, fluorescence, 4 h; higher % means a stronger effect | inhibition, % at 50 µM, or IC50 in µM where a hit was titrated | actives 0.33% (n = 310,000); in the data active = a potency from the dose series; inconclusive = inhibition mostly from about 25% at the one dose, without a potency; inactive = the rest, 99 in 100 with inhibition below about 19%;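 also: 0% = induced wells with vehicle and 100% = uninduced wells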
# inhibitors of VEEV 10K pilot screen: also measured in inhibitors of VEEV; calls as there; inhibition, %; measured here: 10K pilot screen inhibition
# * hit, by the source's call; i = inactive; ? = inconclusive; / = not tested or not shown.
SMILES,tuberculosis growth,influenza NS1A,H37Rv inhibition,inhibitors of VEEV,Salmonella PhoP GFP,others
CCCCSc1nnc2c(n1)OC=Nc1ccccc1-2,-8.4%,-9.1%,-2.9%,i,-13.6%,
CC(=O)Nc1cc2c(cc1NC(=O)Cn1nnc(-c3ccc(C)o3)n1)OCCO2,-3.6%,-2.5%,-4.7%,1.0%,-8.0%,
CO/N=C(\C(=O)N[C@@H]1C(=O)N2C(C(=O)O)=C(COC(N)=O)CS[C@H]12)c1ccco1,31.6%,5.3%,14.4%,2.2%,-2.2%,
CC(=O)N1c2ccc(S(=O)(=O)N3CCC(C(=O)Nc4ccc(C)cn4)CC3)cc2CC1C (stereo unspecified),10.8%,-9.2%,2.0%,i,-5.8%,
O=C1C=C(c2ccccc2)C(O)(c2ccccc2)C1 (stereo unspecified),3.2%,-6.5%,0.8%,i,-6.9%,
O=C(Cn1cccc1C(=O)c1ccccc1)NCc1ccc(F)cc1,-2.4%,3.5%,3.2%,2.5%,6.8%,
COCCCNC(=O)c1cc(S(=O)(=O)N2CCOCC2)ccc1SCc1cccc(OC)c1OC,-13.6%,-3.6%,-6.9%,0.7%,0.6%,
CCc1c(C)nc(SCCOc2ccc(OC(C)C)cc2)[nH]c1=O,27.0%,-9.0%,4.4%,1.9%,3.8%,
COc1ccc(CCN(C)Cc2ccc(C(=O)Nc3ccccc3)cc2)cc1OC,53.1%,5.0%,?,1.2%,-1.4%,
CCNCCNc1ccc(Cl)cc1[N+](=O)[O-],25.2%,-11.0%,-2.6%,0.5%,2.3%,
COc1ccc(C(c2nnnn2C(C)(C)C)N2CCN(C)CC2)cc1OC (stereo unspecified),0.3%,-13.9%,-1.0%,0.3%,0.8%,
CN1CC[C@@]23CCCC[C@@H]2[C@@H]1Cc1ccc(O)cc13,4.0%,-10.4%,2.8%,1.0%,1.9%,
CN(C)c1oc(-c2ccco2)nc1S(=O)(=O)c1ccc(Br)cc1,14.5%,5.1%,-11.8%,1.0%,/,
CC(=O)c1c(C)[nH]c(C(=O)NNC(=O)COc2cc(C)cc(C)c2)c1C,/,-4.4%,/,1.1%,/,
CCCn1c(SCC(=O)N2CCCCC2)nnc1-c1ccccn1,-7.0%,/,0.4%,/,4.8%,
CC1(C)Cc2c(C#N)c(N3CCN(C(=O)c4ccco4)CC3)nc(Cc3ccccc3)c2CO1,39.3%,-32.1%,?,i,2.4%,
Cc1ccc(C2=CC(=O)C[C@H](c3ccc(F)cc3)C2)cc1,-4.9%,-5.8%,19.1%,i,/,inhibitors of VEEV 10K pilot screen=4.0
N#C/C(=C\c1ccc(N2CCOCC2)c([N+](=O)[O-])c1)c1nc2ccccc2[nH]1,13.7%,28.0%,-5.6%,11.4%,-2.1%,
CCOc1ccc(NC(=O)CN(C)C(=O)CSc2ccccc2)cc1OCC,/,-0.8%,/,4.8%,/,
COc1cc(/C=C2\SC(N)=NC2=O)ccc1O,67.2%,19.9%,-0.6%,7.4%,-3.9%,
COc1ccc(CNC(=O)CSc2nc3c(oc4ccccc43)c(=O)n2CC2CCCO2)cc1 (stereo unspecified),-14.3%,-2.3%,-8.0%,9.8%,11.1%,
C=C[C@@H]1c2cccc(C)c2N(S(=O)(=O)c2ccc(C)cc2)[C@H](c2ccccc2)C1(C#N)S(=O)(=O)c1ccccc1 (stereo partly specified),77.0%,12.5%,-10.2%,i,/,
Cc1ccc(S(=O)(=O)n2c(C)nc3cc(C)ccc32)cc1,-0.8%,-5.3%,-2.3%,0.7%,-0.3%,
COc1cc2c3c(c1)-c1c(sn(-c4cc(OC)ccc4OC)c1=S)C(C)(C)N3C(=O)C2=O,3.0%,7.4%,-6.3%,0.7%,-5.8%,
O=C(O)c1ccc(NC(=O)C2CC=CCC2C(=O)O)cc1 (stereo unspecified),-10.2%,7.4%,-1.6%,2.3%,2.6%,

# As a short view, some entries already given.
SMILES,tuberculosis growth,influenza NS1A,H37Rv inhibition,inhibitors of VEEV,Salmonella PhoP GFP,others
Cc1ccc(S(=O)(=O)n2c(C)nc3cc(C)ccc32)cc1,-0.8%,-5.3%,-2.3%,0.7%,-0.3%,
COc1cc2c3c(c1)-c1c(sn(-c4cc(OC)ccc4OC)c1=S)C(C)(C)N3C(=O)C2=O,3.0%,7.4%,-6.3%,0.7%,-5.8%,
O=C(O)c1ccc(NC(=O)C2CC=CCC2C(=O)O)cc1 (stereo unspecified),-10.2%,7.4%,-1.6%,2.3%,2.6%,

# Of the compounds above, these have an NH in an aromatic ring.
SMILES,tuberculosis growth,influenza NS1A,H37Rv inhibition,inhibitors of VEEV,Salmonella PhoP GFP,others
CCc1c(C)nc(SCCOc2ccc(OC(C)C)cc2)[nH]c1=O,27.0%,-9.0%,4.4%,1.9%,3.8%,
CC(=O)c1c(C)[nH]c(C(=O)NNC(=O)COc2cc(C)cc(C)c2)c1C,/,-4.4%,/,1.1%,/,
N#C/C(=C\c1ccc(N2CCOCC2)c([N+](=O)[O-])c1)c1nc2ccccc2[nH]1,13.7%,28.0%,-5.6%,11.4%,-2.1%,

# Later entries:
SMILES,tuberculosis growth,influenza NS1A,H37Rv inhibition,inhibitors of VEEV,Salmonella PhoP GFP,others
CCOC(=O)C1CCCN(Cc2ccc(OCc3ccccc3)c(OC)c2)C1 (stereo unspecified),3.4%,-0.6%,0.4%,0.1%,2.4%,
O=C(COC(=O)c1ccccc1O)NCCCc1ccccc1,79.1%,5.3%,1.1%,0.4%,-2.5%,
C=C(C)Cn1c(N2CCCC2)nc2c1c(=O)[nH]c(=O)n2C,/,-22.1%,-2.2%,1.6%,-10.8%,
CC(=O)Nc1ccc(C(=O)NCC(c2ccco2)N(C)C)cc1 (stereo unspecified),-3.1%,-8.2%,-10.8%,i,-3.7%,
CC(=O)Nc1cc(C(=O)N2CCCC2)ccc1S(=O)(=O)c1ccc(C)cc1,5.8%,3.7%,-1.2%,4.8%,-3.9%,
Cc1cccc(NC(=O)c2cc(-c3cc(C)c(C)cc3O)n[nH]2)c1,-10.6%,-0.5%,8.3%,1.2%,8.3%,
CSc1nc(C)c(C(=O)C[n+]2ccccc2C)cc1C#N,4.2%,-10.1%,5.2%,0.6%,4.6%,
CCOC(=O)c1sc(NC(=S)NC(=O)C23CC4CC(CC(C4)C2)C3)cc1C,1.1%,-4.9%,-9.0%,1.8%,-4.3%,
CCOC(=O)c1cnn(C)c1NC(=O)c1ccc(Cl)cc1Cl,11.6%,-5.8%,6.5%,1.0%,8.9%,
COc1ccc2c(c1)CCc1sc(NC(=O)c3ccc(C)cc3)nc1-2,6.9%,2.1%,1.9%,0.4%,-12.9%,
Cn1c(N)c(C(=O)COC(=O)/C=C/c2ccc(OC(F)F)cc2)c(=O)n(C)c1=O,-0.7%,-6.4%,1.2%,3.7%,1.6%,inhibitors of VEEV 10K pilot screen=1.7
Nc1ncnc2c1ncn2[C@@H]1O[C@H](COP(=O)(O)CP(=O)(O)O)[C@@H](O)[C@H]1O,/,-2.8%,/,3.8%,/,
O=C(NS(=O)(=O)c1ccc(NC(=O)C2CCCO2)cc1)c1ccccc1 (stereo unspecified),6.5%,-0.3%,3.0%,0.2%,-6.2%,
CCOc1ccc(C(C)=O)cc1N1C(=O)C2C3C=CC(O3)C2C1=O (stereo unspecified),-9.0%,21.3%,-6.5%,2.1%,5.8%,
O=[N+]([O-])c1cc(C(F)(F)F)cc([N+](=O)[O-])c1N1CCN(S(=O)(=O)c2ccccc2)CC1,18.0%,-0.3%,6.9%,1.8%,-4.5%,
CC(C)C(=O)NCCc1c[nH]c2ccccc12,-7.9%,2.5%,-3.1%,0.4%,-3.6%,
Cc1occc1C(=O)N/N=C/c1c(O)ccc2ccccc12,79.9%,2.5%,0.2%,12.1%,5.1%,
O=C(Nc1ccccc1C(=O)O)c1ccc(NC(=O)C2CC2)cc1,-9.7%,-0.4%,-8.0%,0.7%,-0.2%,
CC(C)(C)[C@H]1CCC(=O)N([C@H](CC#N)Cc2ccccc2)CC1,4.5%,-7.5%,1.4%,0.2%,3.5%,inhibitors of VEEV 10K pilot screen=0.2
Cc1sc2nc(CSC(C)C(=O)N3CCOCC3)[nH]c(=O)c2c1C (stereo unspecified),13.4%,-3.8%,-0.7%,0.3%,4.8%,
COc1ccc(CCC(=O)c2ccc(OC)cc2)cc1,?,/,23.7%,1.6%,5.0%,
Cc1ccc(C(=O)CSc2nnc(-c3ccc4[nH]c(C)c(C)c4c3)o2)cc1C,0.5%,-4.1%,1.7%,i,3.5%,
CC(=O)c1cccc(NC(=O)N2CCCC2C(=O)Nc2cccc(C)c2C)c1 (stereo unspecified),2.3%,-2.6%,-6.9%,i,-0.1%,
CCOC(=O)Cc1ccc(NC(=O)c2ccc(C(C)(C)C)cc2)cc1,31.5%,-6.2%,?,0.1%,2.4%,
CCOc1ccc(C(=O)NCCc2cnc[nH]2)cc1OCC,-3.6%,-13.3%,-3.5%,0.8%,-7.5%,
# The list continues.
SMILES,tuberculosis growth,influenza NS1A,H37Rv inhibition,inhibitors of VEEV,Salmonella PhoP GFP,others
O=C(Cc1cccs1)N(Cc1cccs1)C1(C(=O)NC2CCCC2)CCCCC1,22.2%,-6.2%,8.9%,4.3%,6.4%,
COC(=O)/C=C1/SC(=NC(=O)c2ccccc2)NC1=O,6.1%,-0.6%,-2.8%,0.3%,-20.3%,
Cc1ccc(N2C(=O)C3N=NN(CC(=O)N4N=C(c5ccccc5)CC4c4ccccc4)C3C2=O)cc1 (stereo unspecified),37.1%,1.4%,1.6%,3.9%,2.0%,
COc1ccc(NC(=O)c2cc(C)nc3ccccc23)cc1S(=O)(=O)Nc1ccccc1Cl,5.2%,62.6%,-1.1%,1.8%,5.8%,
COCCCN1C(=O)C(O)=C(C(=O)c2ccco2)C1c1cccc(Br)c1 (stereo unspecified),18.2%,-3.2%,-0.9%,0.8%,-9.5%,
CSc1nc(C)c(CCOCc2ccc(F)cc2)c(=O)[nH]1,-7.7%,/,1.6%,1.0%,5.5%,
Cc1ccc(NC(=O)CSc2n[nH]c(-c3cccnc3)n2)c(Br)c1,3.4%,-0.1%,0.2%,1.0%,-5.1%,
CC1CCCCC1NC(=O)c1ccc(S(=O)(=O)NCc2ccco2)cc1 (stereo unspecified),31.9%,-0.2%,-2.5%,i,3.6%,
Cc1c(Cl)cccc1NC(=O)c1cc(S(=O)(=O)N2CCOCC2)cn1C,-4.3%,-5.0%,-9.1%,i,-10.4%,
CC(NC(=O)Cc1ccc([N+](=O)[O-])cc1)c1ccc2c(c1)OCO2 (stereo unspecified),11.8%,-24.9%,15.3%,0.1%,4.9%,
Cc1ccc2c(Cl)c(C(=O)NC3CC3)sc2c1,-4.3%,-7.8%,0.9%,1.5%,-4.4%,
CN(CC(=O)Nc1ccc(F)cc1)c1ccc(S(=O)(=O)N2CCCCC2)cc1[N+](=O)[O-],11.2%,4.6%,-0.7%,0.1%,-3.4%,
O=C(CSc1n[nH]c(-c2cccnc2)n1)Nc1ccccc1[N+](=O)[O-],-8.4%,-2.5%,5.4%,2.5%,8.3%,
CCc1ccc(CN(C)Cc2nc(-c3cccc(Cl)c3)no2)nc1,?,-6.5%,39.5%,2.8%,18.7%,
COc1cc(C(=O)NCCc2ccc3c(c2)OCO3)cc(OC)c1OC,/,2.3%,/,i,/,
O=C1C(=O)N(CC2CCCO2)C(c2ccco2)/C1=C(/O)c1ccc(F)cc1 (stereo unspecified),24.1%,-3.3%,8.6%,1.1%,-0.7%,
COc1ccccc1NC(=O)CSc1ccc(-c2ccc(-n3cccn3)cc2)nn1,-1.8%,-0.4%,4.7%,1.8%,6.9%,
COC(=O)[C@H](CC(C)C)NC(=O)Cn1cnc2c(NCc3ccccc3)ncnc21,/,-7.8%,/,i,/,
CC(C)N=C1SC(CC(=O)Nc2ccccc2)C(=O)N1C(C)C (stereo unspecified),80.7%,7.5%,-2.5%,2.0%,-12.4%,
Cc1cccc(OCC(=O)N(Cc2cccs2)C2CCS(=O)(=O)C2)c1 (stereo unspecified),-10.5%,3.1%,-6.1%,1.1%,-6.0%,
Cc1ccc(NC(=O)Cc2ccc3c(c2)OCCO3)cc1S(=O)(=O)N1CCCCC1,26.4%,-7.1%,-2.7%,0.5%,5.1%,
O=C(Nc1cc2c(oc1=O)CCCC2=O)c1ccccc1,1.4%,-10.8%,-5.7%,2.9%,-8.2%,
COc1ccccc1C(OC(=O)c1ccco1)C(=O)NCc1ccc(F)cc1 (stereo unspecified),-6.0%,7.5%,1.4%,0.1%,7.7%,
COc1ccc(NC(=O)CN(C)C(=O)C(Sc2ccccc2)c2ccccc2)cc1 (stereo unspecified),38.4%,1.2%,-6.1%,1.1%,/,

# From PubChem BioAssay
